CHT block – inhibitors of human choline transporter CHT. 0.86% of 310,000 active. CHT-expressing cells, membrane potential dye, choline response; stronger effect = lower value. AID 488975, 2010. High affinity choline transporter 1 (Homo sapiens), Q9GZV3. B-score at 10 µM;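 active = B-score over 3 SD under the library average, and starting fluorescence ratio not unusually high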;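 note: choline stimulus applied at its EC90 after an EC20 pre-addition; B-score computed on integrated fluorescence ratio after choline addition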
Target sequence (Q9GZV3 whole entry, looked up): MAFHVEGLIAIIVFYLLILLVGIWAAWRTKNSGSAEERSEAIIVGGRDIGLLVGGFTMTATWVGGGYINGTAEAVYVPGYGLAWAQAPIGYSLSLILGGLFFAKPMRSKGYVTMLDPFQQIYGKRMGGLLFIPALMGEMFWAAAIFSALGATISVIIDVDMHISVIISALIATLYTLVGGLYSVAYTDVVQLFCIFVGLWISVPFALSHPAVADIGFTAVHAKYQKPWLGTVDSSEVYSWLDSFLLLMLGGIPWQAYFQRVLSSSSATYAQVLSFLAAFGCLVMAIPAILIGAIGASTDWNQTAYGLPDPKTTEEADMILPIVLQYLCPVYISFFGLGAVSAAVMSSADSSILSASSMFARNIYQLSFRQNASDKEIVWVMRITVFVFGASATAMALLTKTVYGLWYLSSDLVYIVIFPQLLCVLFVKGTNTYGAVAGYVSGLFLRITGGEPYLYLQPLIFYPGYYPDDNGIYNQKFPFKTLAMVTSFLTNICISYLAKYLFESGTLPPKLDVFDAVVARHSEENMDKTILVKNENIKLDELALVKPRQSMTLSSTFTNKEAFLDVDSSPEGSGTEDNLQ
CHT PAM – CHT positive allosteric modulators, primary screen, cell-based, membrane potential dye, choline EC20. CHT-expressing cells; stronger effect = higher value; LV-AA mutant CHT in HEK293 cells. AID 488977, 2010. High affinity choline transporter 1 (Homo sapiens), Q9GZV3. B-score at 10 µM. 0.49% of 310,000 active;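 active = initial fluorescence not abnormally high and integrated response B-score, plate-corrected, over 3 SD above library mean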
* hit, by the source's call; i = inactive.

SMILES	CHT block	CHT PAM
COc1ccccc1N1CCN(C2CCCN(Cc3c(F)cccc3F)C2)CC1 (stereo not given)	i	i
O=C1COc2ccc(C(=O)CSc3nnnn3-c3ccccc3)cc2N1	i	i
O=[N+]([O-])c1ccc(N2CCCCC2)cc1NCCOc1ccccc1	i	i
COc1ccc(NC(=O)COc2cccc(-n3cnnn3)c2)cc1	i	i
CCC(Sc1nc(N)cc(=O)[nH]1)C(=O)Nc1cc(C)on1 (stereo not given)	i	i
N#Cc1ccc(C(=O)Nc2ccc(N3CCN(C(=O)c4ccco4)CC3)cc2)c(F)c1	i	i
COCCNC(=O)CSc1nnc(NC(=O)C2CC(=O)N(c3ccccc3OC)C2)s1 (stereo not given)	i	i
CC1(C)Cc2nc3sc(C(N)=O)c(N)c3cc2CO1	i	i
CCCc1cc(=O)oc2c(CNc3ccc(OCC)cc3)c(O)ccc12	i	i
CCN1CCN(C(=O)CS(=O)(=O)Cc2nc(-c3cccc(OC)c3)oc2C)CC1	i	i
COc1cccc(-c2nc(C#N)c(N3CCN(C(=O)c4ccco4)CC3)o2)c1	i	i
CCOC(=O)c1c(NC(=O)CCC(=O)N2CCOCC2)sc2c1CC(C)(C)OC2	i	i
COc1ccccc1NC(=S)N/N=C1\CC(C)(C)Oc2ccc(O)cc21	i	i
COCCOc1cnn(-c2cc(Oc3ccc(C)cc3)ncn2)c(=O)c1Cl	i	i
Cc1ccc(NC(=S)Nc2cccc(-c3n[nH]c(=S)o3)c2)cc1	i	i
COc1ccc2c(Cl)c(C(=O)NCCCn3ccnc3)sc2c1	i	i
CCN(CC)C(=O)C(=O)c1cccn1-c1cccc(-n2cccc2C(=O)C(=O)N(CC)CC)c1C#N	i	i
CCOC(=O)C1=C(COc2ccccc2)NC(=O)NC1c1cccc([N+](=O)[O-])c1 (stereo not given)	i	i
Cc1sc2nc(CSCC(=O)NC3CCCCC3)[nH]c(=O)c2c1C	i	i
CC1CC(C)CN(CC(C)(C)NS(=O)(=O)c2ccccc2)C1 (stereo not given)	i	i
CCN(CC)S(=O)(=O)c1ccc(-c2nnc(SCC(=O)N3CCc4ccccc43)o2)cc1	i	i
CNC(=O)[C@@]1(C)C=C[C@@H](Cc2ccccc2)N1C(=O)OC	i	i
CSc1nc(-c2cccs2)c(C#N)c(=O)[nH]1	i	i
Cc1ccc(-c2csc(NCCn3c(-c4ccncc4)nc4ccccc43)n2)cc1	i	i
c1ccc(OCc2nn3c(Cn4cnc5ccccc54)nnc3s2)cc1	i	i
Later entries:
SMILES	CHT block	CHT PAM
CCCCn1c(Oc2ccc(C(=O)OC)cc2)nc2c1c(=O)n(C)c(=O)n2C	-6.82*	i
Cc1ccnc(N2CCN(c3cc(C)c(C#N)c4nc5ccccc5n34)CC2)c1	i	i
Oc1ccc(C[C@H]2CNCCN2CCCCC2CCCCC2)cc1	i	i
O=C(O)CC(=O)Nc1ccccc1	i	i
Cc1ccc(/C=C/C(=O)O)cc1S(=O)(=O)NCCCC(=O)O	i	i
CC(=O)N/N=C/c1cc(C(C)C)cc(/C=N/NC(C)=O)c1O	i	i
CCCCNS(=O)(=O)c1ccc(OC)c2ncccc12	i	i
CCOC(=O)C1=C(C)N(C)C(=O)NC1c1cccc([N+](=O)[O-])c1 (stereo not given)	i	i
Cc1nc(CNS(=O)(=O)c2cc(C)c(C)cc2C)cs1	i	i
Fc1ccc(-n2nnc(-c3ccnc4ccccc34)n2)cc1	i	i
O=c1[nH]cnc2c([N+](=O)[O-])cccc12	i	i
O=C(Cn1cc(C(=O)c2ccco2)c2ccccc21)NC1CCCCC1	i	i
O=C(c1cccs1)N(Cc1ccccn1)Cc1ccco1	i	i
COc1ccc(CC(=O)OCC(=O)N(CC(C)C)c2c(N)n(Cc3ccccc3)c(=O)[nH]c2=O)cc1	i	i
CCCn1c(SC(C(=O)Nc2cccc(OC)c2)c2ccccc2)nc2ccccc2c1=O (stereo not given)	i	i
N#Cc1c(N)n(CCNC(=O)c2cccs2)c2nc3ccccc3nc12	i	i
CCOC(=O)c1c(-c2ccccc2)oc2ccc(OCC(N)=O)cc12	i	i
COc1ccccc1-c1nnc(SCC(=O)NCc2cccs2)n1N	i	i
O=C(NCCCN1CCOCC1)c1cc(-c2ccc(Br)cc2)on1	i	i
CCCCCC(=O)Nc1cccc(C2=NOC3(C2)C[C@@H](C(N)=O)N(C(=O)c2ccc(Cl)cc2)C3)c1 (stereo not given in full)	i	i
COc1ccc(-c2noc(CCCC(=O)NCC3CCCO3)n2)cc1 (stereo not given)	i	i
O=C(COc1ccccc1)N=C1SC2CS(=O)(=O)CC2N1c1ccccc1F (stereo not given)	i	i
COc1ccc(/C=C/C(=O)O)cc1S(=O)(=O)NC1CCS(=O)(=O)C1 (stereo not given)	i	i
CCOCCCNC(=O)c1cc2c(=O)n3ccccc3nc2s1	i	i
C=CCOC(=O)C1=C[C@H](c2csc3ccccc23)[C@@H](CCCO)[C@H](OCC)O1	i	i
The list goes on:
SMILES	CHT block	CHT PAM
COCCOC1CCN(C(=O)C2CCC(=O)N(CCc3cccc(F)c3)C2)CC1 (stereo not given)	i	i
O=C1C(=O)N(CCCn2ccnc2)C(c2ccc(Br)cc2)/C1=C(\O)c1ccc2c(c1)OCCO2 (stereo not given)	i	i
O=S(=O)(c1cc(Cl)ccc1Cl)n1nnc2ccccc21	i	i
COC(=O)c1c(N)c2ccccc2[nH]c1=O	i	i
COc1ccc(CCNS(=O)(=O)c2ccc3c(c2)OCCO3)cc1OC	i	i
COc1ccc([N+](=O)[O-])cc1NC(=O)c1cccnc1	i	i
COc1ccccc1C(=O)NCCC(=O)NCC(c1ccccc1)N(C)C (stereo not given)	i	i
CSc1ccc(C(=O)C2CCCN(C(=O)c3nonc3C)C2)cc1 (stereo not given)	-5.67*	i
COc1cc2c(cc1OC)/C(=C/C#N)NC(C)(C)C2	i	i
Cc1cc(Cl)ccc1NC(=S)N1CCN(C(=O)C2CCCO2)CC1 (stereo not given)	i	i
CS(=O)(=O)N1CCC(Oc2ccccc2C(=O)N2CCN(CC3CC3)CC2)CC1	i	i
Cc1ccc(/C=N/N2C(=O)c3ccccc3NC2c2ccc(C)cc2)cc1 (stereo not given)	i	i
CS(=O)(=O)N(CC(=O)NCCSCc1c(F)cccc1Cl)c1cccc([N+](=O)[O-])c1	i	i
CCCC(=O)OCC(=O)NC1CCCc2ccccc21 (stereo not given)	i	i
CCOc1cc(/C=N/NC(=O)c2ccncc2)ccc1OC(=O)c1ccco1	i	i
COc1ccc(C(=O)OCC(=O)C(C)(C)C)cc1S(=O)(=O)N(C)CCc1cccnc1	i	i
Cc1ccc(S(=O)(=O)c2c(C(=O)c3ccccc3)cnc3cc4c(cc23)OCCO4)cc1	i	i
O=C1CSC(c2ccccc2[N+](=O)[O-])N1c1ccccc1 (stereo not given)	i	i
CCN(CC)C(=O)c1ccc2c(c1)N(Cc1ccccc1)C(=O)CS2=O (stereo not given)	i	i
Cc1cccc2nc(-c3ccccc3)nc(N[C@@H](CO)c3ccccc3)c12	i	i
C/C(=N/Oc1nc(C)cc(C)n1)c1ccc(Cl)cc1Cl	i	i
O=Cc1cc([N+](=O)[O-])ccc1N1CCN(Cc2ccc3c(c2)OCO3)CC1	i	i
CCOC(=O)Cc1csc(NC(=S)NC(=O)c2ccccc2)n1	i	i
CCCCCn1c(=S)[nH]c2cc(C(=O)N3CCCC3)ccc2c1=O	i	i
Clc1ccc(/C=N/Nc2nnc(-c3ncc[nH]3)c3ccccc23)cc1	i	i
Going on with the list:
SMILES	CHT block	CHT PAM
O=C(NCCc1ccccc1)C1c2ccccc2C(=O)N1C1CC1 (stereo not given)	i	i
CCCc1nc(SCc2ccccn2)c2c(=O)n(C)c(=O)n(C)c2n1	i	i
Clc1ccc(CSc2snnc2-c2ccccc2)c(Cl)c1	i	i
CCCc1ccc(C(=O)O/N=C(\N)c2ccccn2)cc1	i	i
COc1cc2c(C(=O)N3CCN(Cc4ccc5c(c4)OCO5)CC3)cn(C)c(=O)c2cc1OC	i	i
O=C(NCN1CCN(CCO)CC1)c1cnccn1	i	i
Cn1c(=O)c2c(nc(SCC(=O)NC3CCCC3)n2C)n(C)c1=O	i	i
Cc1nc2c(ncn2-c2ccccc2)c(=O)n1NC(=O)CN1CCCCC1	i	i
CN(C)CCCN(Cc1cc2cc3c(cc2[nH]c1=O)OCCO3)C(=O)NC1CCCCC1	i	i
CC(Sc1n[nH]c(N)n1)C(=O)C12CC3CC(CC(C3)C1)C2 (stereo not given)	i	i
Cc1ccc(S(=O)(=O)c2nc(-c3ccccc3Cl)oc2NCCCN2CCOCC2)cc1	i	i
O=S(=O)(c1cccc(-c2nnc(SC(F)F)n2-c2ccccc2)c1)N1CCCCC1	-6.54*	i
CCc1nc(SCC(=O)NCC2CCCO2)c2c(=O)n(C)c(=O)n(C)c2n1 (stereo not given)	i	i
CC(=O)c1c(C)n([O-])c2ccccc2[n+]1=O	i	i
Cc1cc(C)cc(OCC(=O)Nc2ccc3c(c2)C(=O)c2ccccc2C3=O)c1	i	i
Nc1nc(CN2CCN(c3ccccn3)CC2)nc(Nc2ccc(Cl)cc2)n1	i	i
CCc1ccccc1S(=O)(=O)Cc1ccc(C(=O)N2CCN(c3ccccn3)CC2)o1	i	i
O=C(NCCc1ccc(C(F)(F)F)cc1)C1CCC(=O)N(C2CC2)C1 (stereo not given)	i	i
COc1ccc(SCCC(=O)NCc2ccncc2)cc1	i	i
CCOC(=O)N1CCN(C(=O)C2CCCN(S(=O)(=O)c3cc(C)ccc3OC)C2)CC1 (stereo not given)	i	i
CC(/C=N/NC(=O)CNc1n[nH]c(=O)[nH]c1=O)c1ccccc1 (stereo not given)	i	i
O=C(Nc1cc(C(F)(F)F)ccc1Cl)C(Sc1n[nH]c(=O)[nH]c1=O)c1ccccc1 (stereo not given)	i	i
CCNC(=S)N=Nc1c(O)[nH]c2ccc([N+](=O)[O-])cc12	i	i
O=S(=O)(c1ccc(Cl)cc1)N1CCN(S(=O)(=O)N2CCCCCC2)CC1	i	i
COCCNc1nnc(SCC(=O)Nc2sc3c(c2C(=O)c2ccccc2)CCCC3)s1	i	i
Next records.
SMILES	CHT block	CHT PAM
CSc1nc(C)c(CCO)c(=O)[nH]1	i	i
O=C(CC1S/C(=N/N=C2CCCCCC2)NC1=O)Nc1ccc(Br)cc1F (stereo not given)	i	i
CN(C)C(=O)Oc1ccc[n+](C)c1	i	i
Cc1cnc(NC(=O)CSc2ccccc2)s1	i	i
COC(=O)c1ccc(C(=O)OC)c(NC(=S)N2CCOCC2)c1	i	i
Cc1ccccc1C1C(C#N)=C2N=C(N)c3c(sc4c3CCCCC4)N2C2=C1C(=O)CCC2 (stereo not given)	i	i
CCN(CC)C(=O)NC1CCCCCCC1	i	i
Cc1cccc(C(=O)Nc2ccc(O)cc2C(=O)O)c1	i	i
CC(C)Cc1nnc(NC(=O)CCC(=O)NCCc2ccc(Cl)cc2)s1	i	i
CCC(Oc1ccccc1)C(=O)NC1CCSC1=O (stereo not given)	i	i
NC(=O)C(=O)N/N=C/c1c(F)c(F)c(F)c(F)c1F	i	i
Cc1cc(C)n(C2CC(=O)N(c3cc(Cl)cc(Cl)c3)C2=O)n1 (stereo not given)	i	i
CCCCn1nnnc1NCc1ccc(N(CC)CC)cc1	i	i
Cc1nn(C)c(C)c1NC(=O)CSc1nc(C2CC2)nc2c1cnn2-c1ccccc1	i	i
O=C(CCSc1nnc2scc(-c3ccccc3)n12)NCc1ccc2c(c1)OCO2	i	i
O=C(Nc1ccc2c(c1)C(=O)N(CC1CCCO1)C2=O)c1ccc(Cl)c(Cl)c1 (stereo not given)	i	i
COc1ccc(S(=O)(=O)N(C)C)cc1NC(=O)Cc1c[nH]c2ccccc12	i	i
CNCCOc1ccccc1C(C)(C)C	i	i
CCCc1nnc(NC(=O)CCC(=O)N2CCN(c3ccccn3)CC2)s1	i	i
Cc1cc(N2CCN(Cc3cn(C)nc3-c3ccccc3F)CC2)cc(C)n1	i	i
Cc1cccc(NC(=O)CN2C(=O)NC3(CCCC3)C2=O)n1	i	i
Cc1ccc(C)c(OCCC(=O)OCC(=O)NCCc2ccc(S(N)(=O)=O)cc2)c1	i	i
COc1ccc(S(=O)(=O)N2CCN(C)CC2)cc1	i	i
CCOC1(/N=C(\C)NS(=O)(=O)c2ccc(Cl)cc2)C(C)=CC(=O)C=C1C	i	i
NC(=O)C1CCCN(S(=O)(=O)c2ccc3ccccc3c2)C1 (stereo not given)	i	i
COc1ccc(OC)c(S(=O)(=O)Nc2ccc(OCC(=O)O)cc2)c1	i	i

Source: PubChem (Johns Hopkins Ion Channel Center)
